GalR3 antagonist: GalR3 antagonists in HEK293 cells, primary screen, cell-based, fluorescence readout. actives 0.44% (n = 360,000). HEK293 GalR3-CNG cAMP membrane potential fluorescence; galR3 body fused to GalR1 C-terminus. inhibition, % at 3 µM. AID 651719, 2012;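 active = inhibition above the screen-wide average plus 3 SD, cut at about 13% in these data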;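 also: forskolin and galanin both at EC90 stimulate the cells; cAMP rise reported by CNG channel membrane potential dye signal; 0% = forskolin plus galanin with DMSO and 100% = forskolin alone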
Target sequence (O60755 1-299 limits assumed): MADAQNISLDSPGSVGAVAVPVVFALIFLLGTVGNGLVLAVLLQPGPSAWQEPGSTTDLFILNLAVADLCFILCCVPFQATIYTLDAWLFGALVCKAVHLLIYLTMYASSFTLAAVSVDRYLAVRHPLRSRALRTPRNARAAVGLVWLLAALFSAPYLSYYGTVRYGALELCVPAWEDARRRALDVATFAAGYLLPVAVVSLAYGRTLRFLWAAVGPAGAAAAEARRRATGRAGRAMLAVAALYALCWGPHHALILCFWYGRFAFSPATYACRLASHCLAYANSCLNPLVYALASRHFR
CRFBP-R2 agonist: agonists of CRF-BP/CRF-R2 complex, primary screen, cell-based, HEK293, calcium dye fluorescence, uHTS. CRF-binding protein / CRF receptor 2 complex (human). calcium dye fluorescence (FLIPR); percent of saturating CRF peptide response. activation, % at 13.2 µM. actives 0.46% (n = 350,000). AID 588473, 2011;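 active = activation of at least 50%, plus an integration ratio under a set limit after plate pattern correction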;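 also: plate controls were neutral control wells without compound for no effect and CRF at EC100 for full effect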
MEKK2mut PB1 HTS: MEK5 binding signal on mutant MEKK2 PB1, primary screen, biochemical, multiplex bead flow cytometry, Alexa488-MEK5. Alexa488-MEK5 binding to MEKK2 mutant. actives 0.35% (n = 290,000). percent response, % at 10 µM. AID 1530, 2009; in the data active = percent response above about 24%, passing the limit was not always enough; also: inactives centre near 1; some results filed as inactive read as strong as hits
CRFBP-R2 block: antagonists of CRF-BP/CRF-R2 complex, primary screen, cell-based, HEK293, calcium dye fluorescence, uHTS. CRF-induced calcium fluorescence. actives 0.59% (n = 350,000). AID 588475, 2011. inhibition, % at 11.8 µM;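 active = inhibition of the ligand-induced calcium signal above about 50% at the single tested concentration, limit read from the data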
DNA FID counter: compounds displacing fluorescent DNA intercalator, primary screen, artefact control for HCV NS3 helicase inhibitor project, biochemical, FID fluorescence. DNA fluorescent intercalator displacement. inhibition, % at 7.9 µM. actives 0.17% (n = 290,000). AID 1845, 2009; in the data active = inhibition above about 37%;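 also: 0% = vehicle and 100% = reference compound; higher means more ethidium bromide displaced from hairpin DNA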
UBC9 SUMO inh: inhibitors of in vitro SUMOylation cascade, primary screen, biochemical, HTRF, uHTS. SUMO-conjugating enzyme UBC9 (Homo sapiens), P63279. HTRF SUMOylation assay, SAE1/SAE2 + UBC9. inhibition, % at 35 µM. actives 0.36% (n = 290,000); in the data active = inhibition above about 50%, passing the limit was not always enough; also: strong numbers were not always called active
Target sequence (P63279 whole entry, looked up): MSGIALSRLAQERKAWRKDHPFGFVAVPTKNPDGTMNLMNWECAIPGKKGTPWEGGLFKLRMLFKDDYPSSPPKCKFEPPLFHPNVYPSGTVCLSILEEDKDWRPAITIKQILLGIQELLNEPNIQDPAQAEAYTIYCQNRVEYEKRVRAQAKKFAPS
MEKK3 PB1 HTS: modulators of MEKK3-MEK5 PB1 binding, primary screen, biochemical, wildtype MEKK3, multiplex bead flow cytometry, Alexa488-MEK5. bead-based flow cytometry, Alexa488-MEK5 binding to MEKK3; actives lie on both sides; 0 = blocked by unlabeled MEK5, 100 = vehicle. binding response (% of control), % at 10 µM. actives 1.4% (n = 290,000);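 active = binding response more than 3 SD above or below the average of its plate-row segment, actives on both sides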;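 also: Alexa488 bead fluorescence after subtracting the streptavidin-only scavenger bead signal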
Target sequence (Q99759 whole entry, looked up): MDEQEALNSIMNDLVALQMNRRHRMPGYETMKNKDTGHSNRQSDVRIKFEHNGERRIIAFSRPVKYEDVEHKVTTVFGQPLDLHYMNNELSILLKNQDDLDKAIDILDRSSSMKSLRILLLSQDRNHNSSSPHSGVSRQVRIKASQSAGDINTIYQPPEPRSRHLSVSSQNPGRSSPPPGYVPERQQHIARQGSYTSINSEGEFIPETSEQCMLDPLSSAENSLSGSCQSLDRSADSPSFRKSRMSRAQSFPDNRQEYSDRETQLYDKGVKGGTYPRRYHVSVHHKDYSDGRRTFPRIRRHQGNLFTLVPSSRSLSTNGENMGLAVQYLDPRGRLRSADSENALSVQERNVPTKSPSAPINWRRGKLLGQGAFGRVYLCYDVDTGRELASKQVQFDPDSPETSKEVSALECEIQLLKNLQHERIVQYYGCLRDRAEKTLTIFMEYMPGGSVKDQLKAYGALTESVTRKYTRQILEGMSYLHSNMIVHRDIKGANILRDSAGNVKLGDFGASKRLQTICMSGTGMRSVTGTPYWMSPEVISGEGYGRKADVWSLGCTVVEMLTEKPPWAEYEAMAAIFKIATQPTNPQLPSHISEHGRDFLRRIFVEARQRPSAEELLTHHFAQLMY
HCV NS3 hel inh: inhibitors of HCV NS3 helicase, primary screen, biochemical, Cy5 molecular beacon fluorescence; actives 0.56% (n = 290,000); NS3 helicase DNA unwinding; inhibition, % at 10.9 µM; Hepatitis C virus NS3 helicase; AID 1800, 2009;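 active = inhibition above the mean of all tested compounds plus 3 SD, set per campaign, cut at about 35% in these data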;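 also: 0% = DMSO wells and 100% = thioflavine S control wells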
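System: HCV NS3 helicase fragment; control set: DMSO and thioflavine S; technique: Cy5 fluorescence at 0 and 60 min, beacon hairpin quenching; reagent: beacon DNA duplex substrate plus ATP; replicates: singlicate; schedule: 1 h reaction at 25 °C, ATP-initiated; medium: MOPS buffer pH 6.5 with MgCl2, DTT, Tween20, BSA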
MEKK2 WT-MEK5: modulators of MEK5 binding to wildtype MEKK2, primary screen, biochemical, multiplex bead flow cytometry, Alexa488-MEK5 | Mitogen-activated protein kinase kinase kinase 2 (Homo sapiens), Q9Y2U5 | Alexa488-MEK5 binding to MEKK2 WT; actives lie on both sides | binding response (% of control), % at 10 µM | actives 1.1% (n = 290,000) | AID 1531, 2009; in the data active = binding response below about 67% or above about 130%
* marks the source's active call; other numbers are inactive results; · = not tested or not shown; & = joins results of further samples; [ ] = remark or other dose.

SMILES	GalR3 antagonist	CRFBP-R2 agonist	MEKK2mut PB1 HTS	CRFBP-R2 block	DNA FID counter	UBC9 SUMO inh	MEKK3 PB1 HTS	HCV NS3 hel inh	MEKK2 WT-MEK5
Cc1csc(=O)n1CC(=O)OCc1cccc2ccccc12	0	-1.4	-5	5	-9	3	100	-8	93
CN(C(=O)COC(=O)c1ccc(=O)n(Cc2ccccc2)n1)c1ccccc1	-2	-1.8	-1	-4	-29	12	101	12	102
CCOc1cccc2cc(C(=O)N3CCOCC3)c(=O)oc12	1	0.8	-4	4	-2	19	104	5	100
Cc1cc(-c2ccc(Cl)cc2)oc(=O)c1NC(=O)c1ccccc1	0	-2.9	9	-8	-1	30	103	5	107
Cc1ccc(S(=O)(=O)N2CCN(S(=O)(=O)N3CCC(C)CC3)CC2)cc1C	1	4.7	5	9	-16	11	102	-4	104
COC(=O)c1ccc(C(=O)OC)nc1	-2	-0.1	2	-11	0	8	103	2	108
Cc1cc(Cl)c(S(=O)(=O)N2CC(C)OC(C)C2)cc1OCC(N)=O (centres undefined)	-5	0.9	-2	3	-12	0	80	1	88
COc1ccc(N2CCN(C(=O)CN(Cc3ccc(Cl)cc3)S(C)(=O)=O)CC2)cc1	-6	-0.6	-6	9	-29	8	97	-10	97
Cc1c(Cc2ccccc2)c(=O)oc2c(C)c(OCc3nn[nH]n3)ccc12	8	1.1	2	29	-22	39	102	25	104
CCOC(=O)C1CCCN(C(=O)CC(c2ccccc2)c2ccccc2)C1 (centres undefined)	-4	0.2	4	7	-32	-9	89	-7	97
CC(C)CC(COCc1ccc(C(F)(F)F)cc1)N1CCN(C(=O)c2ccc(C(F)(F)F)cc2)CCC1=O (centres undefined)	-4	0.6	4	0	-41	-14	108	-17	94
Cc1ccc(S(=O)(=O)N2CCN(C(=O)CCC(=O)OCC(=O)Nc3cccc(C#N)c3)CC2)cc1	-3	2.2	5	-3	-31	14	100	-6	101
COc1ccc(C(=O)NC(=S)Nc2ccc(N3CCOCC3)c(Cl)c2)cc1[N+](=O)[O-]	-5	1.9	-2	-20	8	-1	102	-17	104
CCCCNC(=NCc1cccc(C(F)(F)F)c1)Nc1ccccc1	-12	1.8	13	6	14	2	102	-32	120
COc1ccc(N2CCCC2)c(NC(=O)COc2ccccc2Cl)c1	-8	-1.2	1	-14	-28	6	100	-8	96
COc1ccc(OC)c(S(=O)(=O)Nc2ccc(O)c3ccccc23)c1	0	-2.6	5	6	8	26	98	9	98
COc1ccccc1/C=C/C(=O)OCc1nc2ccccc2c(=O)[nH]1	-3	-1.1	-5	-9	-19	25	95	-6	92
CC(=O)N1CCc2cc3nc(C)cc(C)c3cc21	2	-4.5	·	-33	3	34	·	0	·
Cn1c(/N=C/c2cccs2)nc2ccccc21	-3	0.1	0	10	0	0	99	3	97
CC(C)=CC(=O)Nc1nc2ccc([N+](=O)[O-])cc2s1	-2	1.2	-9	-62	6	2	93	2	91
CC(C)(C)NC(=O)COC(=O)c1ccc(Cl)cc1O	4	-2.0	1	19	-7	4	103	6	105
COc1cc(OC)c(OC)cc1/C=N/NC(=O)c1cnccn1	-4	-0.2	1	7	-6	10	97	-2	97
O=C(c1ccc(CS(=O)(=O)c2c(Cl)cccc2Cl)o1)N1CCN(c2ccccn2)CC1	2	0.7	1	11	-25	-12	101	-4	102
Cn1c(C(=O)N2CCCC(C(=O)c3ccc(C(F)(F)F)cc3)C2)cc(=O)n(C)c1=O (centres undefined)	-1	0.7	-4	-7	-17	14	97	-9	93
CCNC(=S)N/N=C1\CCCCc2ccccc21	-2	-3.9	-1	5	-9	-6	103	0	100
SMILES	GalR3 antagonist	CRFBP-R2 agonist	MEKK2mut PB1 HTS	CRFBP-R2 block	DNA FID counter	UBC9 SUMO inh	MEKK3 PB1 HTS	HCV NS3 hel inh	MEKK2 WT-MEK5
COc1cccc(C2=NOC(C(=O)Nc3cccnc3Cl)C2)c1OC (centres undefined)	-6	-0.1	0	-1	-6	-1	99	-2	102
O=P1(Nn2cnnc2)C=C(c2ccccc2)OC(c2ccccc2)=C1	2	2.7	-1	-8	-15	-6	93	6	102
Cn1c(C(=O)N2CCN(c3cccc(C(F)(F)F)c3)CC2)cc2sccc21	-7	0.4	1	-28	-22	-1	101	-2	106
CCN(CC)S(=O)(=O)c1ccc(OC)c(NC(=O)C2CC(=O)N(c3ccc(C)cc3)C2)c1 (centres undefined)	-3	-2.1	3	-10	-28	-8	108	-11	103
CC(=O)c1ccc(S(=O)(=O)N2CCN(C(=O)C3CCCC3)CC2)cc1	-2	2.5	-1	8	-15	7	97	9	97
Cc1nc2cc(-c3ccccc3)[nH]n2c(=O)c1C	-4	-1.3	12	5	-4	18	107	5	104
CN(C)S(=O)(=O)c1ccc(NC(=O)CSc2ncnc3ccccc23)cc1	6	-4.5	1	-53	-9	-5	96	3	107
Cc1ccc(NC(=O)CNC(=O)c2ccco2)nc1	-3	-0.1	5	3	-1	17	102	-2	108
CC(C)Cn1c(SCC(=O)c2c(N)n(C)c(=O)n(C)c2=O)nc2ccccc21	0	2.8	12	-25	-1	-17	100	7	100
CC(C)c1ccc(NC(=O)C2CCN(S(=O)(=O)c3ccc4c(c3)NC(=O)CO4)CC2)cc1	-7	0.3	-5	-15	-20	0	101	-15	96
COCCN(C(=S)Nc1ccccc1C)C(C)c1cccs1 (centres undefined)	-3	-5.8	0	8	5	-3	79	5	101
COc1ccc(Oc2c(C=O)c3ccccc3n2C)cc1	2	0.5	2	1	-8	25	96	1	98
COc1cc(/C=N/NC(=O)c2cccc(NC(=O)c3ccccc3Cl)c2)ccc1O	-2	-5.9	-3	22	-22	-3	97	8	94
C[C@H]1CC[C@@]2(O[C@H](CCO)C[C@H](O)[C@H]2O)O1	-6	0.0	7	2	·	·	109	·	109
O=C(O)C1CCCCC1C(=O)Nc1ccc(S(=O)(=O)N2CCCCC2)cc1 (centres undefined)	-4	-0.7	-1	1	-37	8	102	-1	91
O=S(=O)(Nc1nc2ccccc2nc1NCc1ccco1)c1cccs1	1	0.2	4	-11	-7	8	100	13	103
Cc1ccc(NC(=O)c2cc(S(=O)(=O)N3CCCC3)c[nH]2)c(C)c1	2	-4.1	-4	-14	-20	7	97	-14	95
COC(=O)c1cnc(Oc2ccc(NC(=O)NC(=O)c3c(F)cccc3Cl)cc2)cc1C(F)(F)F	-5	8.6	-16	-37	-3	3	92	26	88
Cc1ccc(-c2csc(-c3cc(C)on3)n2)cc1	0	-0.7	3	28	-7	0	113	-3	106
Cc1ccc(O)c(NC(=O)c2noc3c2CCCCC3)c1	-5	0.3	-2	1	-15	-23	103	-7	98
Cc1ccc(N2CC(c3nc4ccccc4n3C)CC2=O)cc1C (centres undefined)	·	0.1	7	8	-30	0	98	2	103
C=CCN(Cc1cccc(OC)c1OC)S(=O)(=O)N(C)C	-5	-1.7	3	-10	-8	17	104	7	100
Cc1cc(=O)oc2cc(OS(C)(=O)=O)ccc12	-2	2.8	-19&0	6	-7&4	14&10	86&104	-10&4	93&100
CC(C)c1ccc(N(CC(=O)N/N=C/c2ccc(OC3CSC3)cc2)S(=O)(=O)c2ccccc2)cc1	-3	-0.6	1	9	9	1	92	-13	98
COC(=O)c1ccc2c(=O)n(-c3ccccc3)c(SCN3C(=O)c4ccccc4C3=O)nc2c1	-1	-3.0	1	15	2	17	74*[inhibitor]	-13	98

Overlap with the part before: 3 compounds; new compounds follow.
SMILES	GalR3 antagonist	CRFBP-R2 agonist	MEKK2mut PB1 HTS	CRFBP-R2 block	DNA FID counter	UBC9 SUMO inh	MEKK3 PB1 HTS	HCV NS3 hel inh	MEKK2 WT-MEK5
Cc1cc(=O)oc2cc(OS(C)(=O)=O)ccc12	-2	2.8	-19&0	6	-7&4	14&10	86&104	-10&4	93&100
CC(C)c1ccc(N(CC(=O)N/N=C/c2ccc(OC3CSC3)cc2)S(=O)(=O)c2ccccc2)cc1	-3	-0.6	1	9	9	1	92	-13	98
COC(=O)c1ccc2c(=O)n(-c3ccccc3)c(SCN3C(=O)c4ccccc4C3=O)nc2c1	-1	-3.0	1	15	2	17	74*[inhibitor]	-13	98
O=[N+]([O-])c1ccccc1S(=O)(=O)N1CCCCC1	1	-0.9	-3	12	0	8	101	-1	99
COc1ccc(C2(C)CC(=O)NC2=O)cc1 (centres undefined)	-10	0.4	9	-14	-4	4	105	8	104
O=C1CC(Sc2ncccc2C(=O)O)C(=O)N1 (centres undefined)	2	2.5	-2	5	-3	-12	100	-17	98
Cc1nn(-c2ccccc2)cc1/C=N/NS(=O)(=O)c1ccccc1	-4	-1.8	2	4	-4	-8	105	-3	102
N#Cc1c(SCc2ccc(Cl)cc2)sc(C(=O)c2ccccc2)c1N	-1	3.9	3	4	5	12	101	3	98
Cc1cc(S(=O)(=O)Nc2nc(CN3CCOCC3)nc3sc4c(c23)CCCC4)ccc1F	-6	-0.5	·	5	-40	16	·	-4	·
CC1CCN(CCn2c(=S)[nH]c3ccccc3c2=O)CC1	-10	0.9	3	1	-3	-4	98	4	108
Cc1ccc(NS(=O)(=O)c2ccc(-n3cccn3)cc2)c(C)c1	-1	-0.4	0	-4	-33	2	102	-8	96
O=C1CN(C(=O)c2cccc(Br)c2)c2ccccc2N1	-9	-0.8	4	-5	-11	-2	104	3	104
COc1ccc(NC(=S)N2CCCCC2c2cccnc2)cc1 (centres undefined)	-6	-1.8	-1	-4	-2	-10	104	-6	103
COc1ccc(NC(=O)c2sc(SC)nc2N)cc1	-4	0.1	1	-4	-6	19	100	9	96
Cc1ccc(C)c(NC(=O)CCC(=O)NNC(=S)Nc2ccccc2)c1	-4	0.1	-1	-11	-5	1	100	5	100
O=C(c1cccc(N2CCCC2=O)c1)N1CCN(c2ccccc2)CC1	1	0.9	8	21	-19	-1	100	4	108
CC1OC(Nc2cccc3ccccc23)C(O)C(O)C1O (centres undefined)	4	0.9	4	-17	4	72	101	8	101
Cn1c(-c2ccccc2)n[nH]c1=S	1	-0.9	-7	-5	-2	13	98	-1	96
Cc1cc(C)nc(-n2nc(C)c3c(C)c(C)c(C)nc32)n1	·	·	-2	·	0	7	90	8	91
O=C(CSc1c[nH]c2ccccc12)NC1CCCC1	-1	-1.5	5	-1	-4	8	101	-1	103
O=C(CSCc1ccccc1)NNc1c(F)c(F)cc(F)c1F	-10	-4.1	-17	3	-8	14	94	13	95
CN1CCN(/N=C/c2ccc(C#N)cc2)CC1	-2	-1.5	134*	0	1	22	114	10	166*
Cn1c(=O)n(C/C=C/c2ccccc2)c(=O)c2c1nc1n2CCCN1Cc1ccccc1	-5	0.3	-2	5	-4	4	100	4	98
O=c1cnnc(Nc2ccc(Cl)c(C(F)(F)F)c2)[nH]1	-5	-1.5	7	7	-1	22	103	4	101
COc1cccc(C(c2nnnn2Cc2ccccc2)N2CCN(C3CCCC3)CC2)c1OC (centres undefined)	-4	-0.8	11	-3	19	42	111	-11	117
NC(N)=N/N=C/c1cccc(Cl)c1Cl	-3	-0.6	2	-5	13	10	100	-11	116

Source: PubChem BioAssay (several laboratories)

This is a subset; the hit share may differ from the screen's.
